# Screening data from PubChem.
# ELG1 DNA repair: inhibitors of ELG1-dependent DNA repair in HEK293T cells. HEK293T ELG1-luciferase reporter, luminescence, 16 h; DNA damage induced by 5-fluorouridine. Potency, µM (series often up to 46.1 µM), for the others: at the highest dose activity change, negative = inhibition, hits mostly inhibitors. 330,000 compounds, 2.3% hits. AID 504467; further: potency means the concentration at half of the fitted maximal effect; on the % scale 0 is the no-effect control and ±100 the full control effect; nearly all actives have a fitted effect of over 55% in size
#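 Luminescence from the luciferase reporter, measured 30 min after ONE-Glo reagent at room temperature, was the read-out. Beforehand, 2,000 cells per well were exposed for 16 hr at 37 °C to 5-fluorouridine together with compound or vehicle.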
# Mito fusion yeast: mitochondrial division inhibition or fusion activation; S. cerevisiae fusion-defective mutant growth rescue, CellTiterGlo 48 h; Potency, µM (titrated, usually from 46.1 µM), for inactives: at the top dose growth rescue (activation), usual class: activators; 320,000 compounds, 0.23% hits;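 further: potency means the concentration at half of the fitted maximal effect; % of control where 0% means no effect; nearly all actives have a fitted effect of over 45% in size; temperature-sensitive fusion mutants such as fzo1-1 at 37 °C on non-fermentable ethanol glycerol medium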
#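 Luminescent cell viability in 1536-well qHTS format served as the measure of rescued growth in ts fusion-mutant S. cerevisiae cultured on non-fermentable YPEG for 48 hours at 37C.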
# A-T KAP1 phos: potential ataxia-telangiectasia treatments restoring KAP-1 phosphorylation; […] A-T fibroblasts, KAP-1 phosphorylation AlphaLISA; neocarzinostatin DNA damage 30 min before lysis; Potency, µM (top dose mostly 57.5 µM), without a hit: at the top dose activation, hits mostly activators; 320,000 compounds, 0.19% hits; further: potency means the concentration at half of the fitted maximal effect; % of control where 0% means no effect; nearly all actives have a fitted effect of over 45% in size
#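 ATM-like activity read as KAP-1 phosphorylation via AlphaLISA donor/acceptor antibody pairs after lysis and 6 hr at 25C. Cells were ATM-null patient fibroblasts ([…], hTERT), dosed 60 min, then exposed to the DSB inducer NCS for 30 min.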
# Tb PFK block: blocks T. brucei phosphofructokinase; O15648; T. brucei PFK, ADP-Glo luminescence; Potency, µM (top dose mostly 57.5 µM), for the others: at the highest dose activity, negative = inhibition, hits mostly inhibitors; 330,000 compounds, 0.17% hits; AID 485367;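 further: potency means the concentration at half of the fitted maximal effect; 0% = uninhibited 1x PFK enzyme wells and -100% = no-enzyme wells; nearly all actives have a fitted effect of over 60% in size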
#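 Compounds were pin-transferred as a titration series up to 57 uM into substrate buffer (0.5 mM F6P, 0.1 mM ATP, pH 8.0), then 1.25 nM PFK was added and reactions ran 45 min before ADP-Glo detection.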
# TCR activator: T cell receptor activation; primary human leukocytes, anti-CD3, IL-2 HTRF, 48 h; Potency, µM (top dose mostly 9.22 µM), for the others: top-dose activation of IL-2 secretion, hits mostly activators; 330,000 tested, under 10 active; AID 504894; further: % of control where 0% means no effect
#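 Readout: HTRF IL-2, Eu-cryptate/d2 antibody pair, 320nm excitation, 665nm emission. Stimulus: a-CD3 beads, no co-stimulation. Cells: primary human leukocytes. Exposure: 48 hr with compound.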
# Chronic BCR inh: inhibitors of chronic active B-cell receptor signaling; ABC-DLBCL IkBa-CBG/CBR reporter, luminescence ratio, 4 h; Potency, µM (top dose mostly 46.1 µM), for inactives: at the top dose ratio change, negative = lower green/red ratio, actives largely listed as inhibitors; 340,000 compounds, 0.05% hits; AID 493014; active means well fitted inhibition curve with a large enough effect in the signal ratio, with a control signal flat, not every such curve was filed as active; inconclusive means small, poorly fitted or top-dose-only effect, or effect the other way, or a change in a side signal; the % refers to the signal ratio;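 further: potency means the concentration at half of the fitted maximal effect; plate controls were basal doxycycline-induced cells for no effect and cells given 10 µM MG132 for full effect; MG132 reads +100%, hits lower the ratio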
#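 TMD8 human ABC-DLBCL cells with doxycycline-inducible IκBα–green luciferase fusion and unfused red luciferase, in 0.5% FBS medium; compounds up to 46 uM, 4 h at 37C. Green/red luminescence ratio, filter-overlap corrected, fitted to concentration-response curves.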
# a7 integrin act: integrin-mediated muscular dystrophy alleviation activation; AID 624291; 350,000 compounds, 0.064% hits; Potency, µM (highest dose often 38.3 µM), for inactives: at the highest dose activation, usual class: activators; alpha7betagal myoblasts, beta-gal FDG fluorescence, 48 h;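 further: potency means the concentration at half of the fitted maximal effect; 100% = response of the positive control SU9516; nearly all actives have a fitted effect of over 60% in size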
#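 alpha7betagal+/- myoblasts (passage 13, 250/well) treated 48 h at 37C with compounds at 1:260 dilution of DMSO stock. Lysed, then beta-galactosidase activity read as FDG fluorescence (ex 480/em 540) after 30 min, with pre-read for autofluorescence.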
# S-ASM inh: human S-ASM enzyme inhibition | Potency, µM (doses to about 57.5 µM), for the others: at the top dose activity change, negative = inhibition, hits mostly inhibitors | P17405 | 340,000 compounds, 0.006% hits | AID 504937 | placental ASM, HMU-PC fluorogenic substrate, 60 min; further: potency means the concentration at half of the fitted maximal effect
# Target sequence (P17405 47-631 limits assumed): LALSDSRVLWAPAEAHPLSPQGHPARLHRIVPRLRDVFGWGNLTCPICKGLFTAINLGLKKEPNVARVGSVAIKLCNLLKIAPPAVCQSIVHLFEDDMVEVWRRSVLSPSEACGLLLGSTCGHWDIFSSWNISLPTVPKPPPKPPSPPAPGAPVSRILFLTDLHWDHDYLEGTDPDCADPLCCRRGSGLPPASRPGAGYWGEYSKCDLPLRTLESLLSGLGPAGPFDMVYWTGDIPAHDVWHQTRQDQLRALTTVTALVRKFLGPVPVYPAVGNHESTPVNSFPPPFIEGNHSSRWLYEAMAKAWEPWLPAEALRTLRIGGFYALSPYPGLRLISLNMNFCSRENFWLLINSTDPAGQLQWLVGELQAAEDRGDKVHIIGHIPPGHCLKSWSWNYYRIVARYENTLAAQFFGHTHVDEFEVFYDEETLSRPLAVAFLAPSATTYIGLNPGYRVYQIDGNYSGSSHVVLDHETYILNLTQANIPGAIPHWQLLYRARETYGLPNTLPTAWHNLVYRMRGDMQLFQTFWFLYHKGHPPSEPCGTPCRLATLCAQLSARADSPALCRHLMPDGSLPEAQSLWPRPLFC
#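 Human placenta-derived ASM preincubated with compound 10 min at room temperature, then reacted with 9 uM (final) fluorogenic HMU-PC substrate for 60 min at 37 C. Stop solution raises pH to 10; fluorescence read at Ex 386/Em 447 nm.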
# Eya2 phos inh: inhibitors of human Eya2 phosphatase activity; O00167; recombinant Eya2, OMFP fluorescence dephosphorylation (OMFP is methylfluorescein phosphate); Potency, µM (titrated, usually from 76.9 µM), for inactives: top-dose activity, negative = inhibition, most hits filed as inhibitors; 330,000 compounds, 0.006% hits; further: potency means the concentration at half of the fitted maximal effect; on the % scale 0 is the no-effect control and ±100 the full control effect
# Target sequence (O00167 whole entry, looked up): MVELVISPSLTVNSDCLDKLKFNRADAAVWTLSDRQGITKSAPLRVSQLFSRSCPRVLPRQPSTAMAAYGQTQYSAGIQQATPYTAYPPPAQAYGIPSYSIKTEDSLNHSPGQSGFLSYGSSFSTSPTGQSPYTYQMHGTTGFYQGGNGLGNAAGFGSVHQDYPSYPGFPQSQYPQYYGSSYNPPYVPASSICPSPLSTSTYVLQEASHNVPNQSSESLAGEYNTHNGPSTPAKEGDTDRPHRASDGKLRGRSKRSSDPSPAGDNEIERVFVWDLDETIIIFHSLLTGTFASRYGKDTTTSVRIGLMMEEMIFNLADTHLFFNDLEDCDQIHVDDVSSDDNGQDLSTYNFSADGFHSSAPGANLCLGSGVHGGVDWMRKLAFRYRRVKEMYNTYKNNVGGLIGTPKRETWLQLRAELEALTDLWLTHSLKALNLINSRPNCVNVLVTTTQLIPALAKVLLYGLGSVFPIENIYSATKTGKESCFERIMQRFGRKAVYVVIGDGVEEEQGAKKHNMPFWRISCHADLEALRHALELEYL
#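 Eya2 protein (added as 0.2 uM solution) was preincubated with compound for 10 min at ambient temperature in 50 mM HEPES pH 7.5, 50 mM NaCl, 5 uM MgCl2, 0.05% BSA, 1 mM DTT. OMFP (added at 50 uM) then reacted 10 min; fluorescence read at 485/525 nm.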
# TSG101-PTAP inh: blocks PTAP/TSG101 interaction to inhibit HIV-1 budding; AID 493005; Fluorescence polarization, FITC-PTAP peptide / Tsg101 binding; Potency, µM (series often up to 115 µM), for inactives: at the top dose activity change, negative = inhibition, hits mostly inhibitors; Q99816; 340,000 tested, under 10 active; active means well fitted inhibition curve with a large enough effect in the main read-out, with a control signal flat, not every such curve was filed as active; inconclusive means small, poorly fitted or top-dose-only effect, or effect the other way, or a change in a side signal; inactive means no such curve, though single readings can be large or run the other way; further: potency means the concentration at half of the fitted maximal effect; % of control where 0% means no effect
#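 Tsg101 binding domain (10 uM final) was mixed with compound and a FITC-labeled PTAP peptide (50 nM final) in HEPES pH 7.5 buffer with NaCl, Tween 20, EDTA and TCEP; fluorescence polarization was read after 20 min at r.t.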
# TSHR antag: antagonists of human thyroid stimulating hormone receptor. TSHR-expressing cells, TSH-stimulated cAMP HTRF, 2 h; stronger effect = lower value. activity change, negative = inhibition, % at 11.5 µM. 330,000 compounds, 0.2% hits;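 active means activity change below a set negative limit, meaning inhibition stronger than a set level, cut at about -70% in these data; inconclusive means activity change between two set negative limits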; further: on the % scale 0 is the no-effect control and ±100 the full control effect
#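 Cell-based HTRF cAMP assay; TSHR cells + compound, TSH EC80 (4nM final), 2 h, 37 deg C. Lysis with anti-cAMP cryptate and cAMP-d2, 30 min RT, read 665/620 nm.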
# * = called active by the depositor; ? = inconclusive; / = no result given; [ ] = dose if it differs, or a comment. Unless noted, the call rests on the fitted dose curve; in most records, active means well fitted curve in the direction sought with a large enough effect; inconclusive means small, poorly fitted or top-dose-only effect, or another doubt; inactive means no such curve, though single readings can be large; an effect the other way counts as inactive or inconclusive.
Molecule	ELG1 DNA repair	Mito fusion yeast	A-T KAP1 phos	Tb PFK block	TCR activator	Chronic BCR inh	a7 integrin act	S-ASM inh	Eya2 phos inh	TSG101-PTAP inh	TSHR antag
Cc1cc(C(=O)OCC(=O)N2CCc3ccccc32)ccc1[N+](=O)[O-]	?	-9%	-3%	7%	8%	0%	10%	-2%	5%	4%	-12
COc1ccc(CCNc2ccc(N3C(=O)CC(C)C3=O)cc2[N+](=O)[O-])cc1OC (configuration not stated)	3.7µM*	?	-9%	-1%	0%	-10%	-20%	-10%	-12%	-3%	-50
Cc1nc(SCc2ccccc2)nc2c1CCC2	?	1%	19%	0%	4%	?	-19%	0%	-6%	-2%	-14
C[C@H](NC(=O)C1CCN(S(=O)(=O)c2ccccc2)CC1)C(=O)NCc1ccco1	19%	-1%	-6%	-1%	-3%	0%	11%	1%	4%	4%	2
N#Cc1ccc(CSc2nnc(-c3cnccn3)o2)cc1	1%	-3%	8%	-7%	/	1%	-32%	1%	-15%	-8%	-3
Cc1sc2nc(CN3CCCC3)nc(N3CCN(S(=O)(=O)c4cccc(F)c4)CC3)c2c1C	2%	0%	-3%	1%	-1%	-3%	-36%	5%	11%	-5%	-28
Cc1ccc(CCNC(=O)C2=CCN(S(=O)(=O)c3ccccc3)CC2)cc1	1%	0%	-4%	1%	-11%	?	-1%	-4%	0%	0%	-9
O=C(Nc1cccc(-c2nnc(-c3ccco3)o2)c1)C(c1ccccc1)c1ccccc1	13µM*	1%	/	3%	-2%	-11%	?	-12%	0%	-1%	0
O=C(OCC(=O)C12CC3CC(CC(C3)C1)C2)c1ccccn1	13%	-2%	16%	0%	-1%	1%	13%	0%	-11%	-3%	4
Cc1nc(NC(=O)/C=C/c2ccc(C(C)(C)C)cc2)sc1C(=O)N(C)C	?	1%	5%	0%	-9%[46.1 µM]	2%	-13%	?	-1%	-2%	-1
Cc1ccc(N2C(=O)[C@@H]3[C@H](C2=O)[C@H]2C=CC=NN2[C@@H]3C(=O)Nc2ccccc2)cc1	?	-3%	2%	8%	-2%	?	3%	-2%	4%	-1%	5
COCCN(Cc1cc2cc(C)ccc2n2nnnc12)C(=S)Nc1ccc(C)cc1	16µM*	?	0%	-7%	-3%	-18%	-48%[inhibitor]	-5%	13%	-4%	4
COC(=O)C1CCN(C(=O)c2sc3nc(-c4ccccc4)cn3c2C)CC1	12%	1%	2%	2%	3%	0%	-23%	-1%	1%	-5%	-9
CCC(CC)c1nnc(NC(=O)c2cc(C(=O)OC)cc([N+](=O)[O-])c2)s1	-18%	?	-2%	-10%	-2%[46.1 µM]	4%	4%	-13%	-6%	-11%	-10
COc1ccc(-c2c3c([nH]c(=S)c2C#N)CCC3)cc1	4%	-2%	-10%	?	-2%	9%	-2%	0%	6%	0%	12
CC1(C)CC(=O)C(C=NCCN2CCN(C3CC(=O)N(c4ccc(F)cc4)C3=O)CC2)=C(O)C1 (configuration not stated)	-12%	-12%	-1%	-7%	1%	-2%	-7%	2%	-21%	0%	3
COc1ccccc1/C=C/C(=O)NCC(=O)N=Nc1c(O)[nH]c2ccccc12	-5%	-17%	-6%	6%	-3%	?	?	3%	-4%	1%	1
Cc1ccc(S(=O)(=O)CCC(=O)OCC(=O)NNC(=O)c2ccc([N+](=O)[O-])cc2)cc1	9%	-1%	-3%	7%	-3%	-3%	27%	3%	-1%	-4%	-2
COc1ccc(CNC(=O)C2CCN(S(=O)(=O)c3c(C)n[nH]c3C)CC2)cc1	?	-2%	3%	-1%	-1%	0%	21%	-1%	-6%	-3%	-4
COc1ccc(S(=O)(=O)N2CCC(C(=O)NCc3ccncc3)CC2)cc1Cl	13%	-1%	-8%	-1%	-5%	4%	?	-2%	-9%	-2%	-4
NNC(=S)Nc1ccc(Cl)cc1	6%	-4%	-1%	-7%	-34%	?	14%	4%	2%	-1%	12
Cc1ccc(C)c(-n2c(-c3cccnc3)n[nH]c2=S)c1	0%	-1%	-7%	-1%	-1%	-1%	8%	2%	-1%	-9%	-1
O=C(NC1CC1)c1cccc(Br)c1	1%	-2%	0%	0%	-17%[46.1 µM]	4%	-5%	5%	2%	0%	10
COc1ccc(NC(=O)CN(c2ccccc2)S(=O)(=O)c2ccccc2)c(OC)c1	-18%	5%	16%	3%	-7%	-15%	-8%	-3%	-3%	-9%	4
COc1ccc(-n2nc(C(=O)O)c3ccccc3c2=O)c(OC)c1	11%	-2%	0%	0%	-1%	0%	0%	3%	2%	-9%	5
CCOCCCN(C)C1CCN(C(=O)c2oc3ccccc3c2NC(=O)Cc2ccc(F)cc2)CC1	0%	1%	1%	2%	-4%	?	-58%[inhibitor]	-3%	-24%	1%	-4
O=C1CC2(CCN(C(=O)c3ccccc3Cl)CC2)Oc2ccccc21	?	0%	8%	-16%	-8%	?	35%	5%	15%	-4%	-8
CCn1c(-c2ccccc2O)n[nH]c1=S	12%	-3%	30%	3%	-3%	4%	13%	-1%	11%	-1%	-5
COc1ccc(S(=O)(=O)Nc2ccc3c(c2)OCO3)cc1Cl	1%	7%	5%	0%	6%	0%	4%	-4%	15%	-3%	3
CC1=NN(C(C#N)c2ccccc2O)C(C)(C)C1 (configuration not stated)	-2%	-3%	3%	-3%	0%	-8%	17%	13%	2%	0%	12

# Single entries from the results shown.
# Result of COc1ccc(NC(=O)CN(c2ccccc2)S(=O)(=O)c2ccccc2)c(OC)c1 in ELG1 DNA repair: -18%
# Result of CCC(CC)c1nnc(NC(=O)c2cc(C(=O)OC)cc([N+](=O)[O-])c2)s1 in Chronic BCR inh: 4%
# Result of CC1(C)CC(=O)C(C=NCCN2CCN(C3CC(=O)N(c4ccc(F)cc4)C3=O)CC2)=C(O)C1 (configuration not stated) in TSG101-PTAP inh: 0%
# Result of COc1ccc(S(=O)(=O)Nc2ccc3c(c2)OCO3)cc1Cl in TSHR antag: 3

# Further records
Molecule	ELG1 DNA repair	Mito fusion yeast	A-T KAP1 phos	Tb PFK block	TCR activator	Chronic BCR inh	a7 integrin act	S-ASM inh	Eya2 phos inh	TSG101-PTAP inh	TSHR antag
O=C(CSc1nnc(-c2ccccc2)n1Cc1ccco1)Nc1ccc2c(c1)OCCO2	?	0%	-1%	-2%	4%	-1%	0%	5%	2%	-6%	20
Cc1ccc(-c2onc3ccc(C4(C)OCCO4)cc23)cc1	-1%	-2%	-1%	-3%	-2%	?	-2%	14%	9%	-3%	-21
COc1ccccc1/C=N/N1CCN(Cc2ccccc2Cl)CC1	?	2%	-13%	3%	/	3%	-21%	2%	-8%	-1%	6
CC(C)(C)OC(=O)C[C@@H]1C/C=C\C[C@H](CC(=O)N(CCO)Cc2ccccc2)C(=O)N2CCC[C@@H]2COC1=O	-7%	/	-7%	4%	-1%	?	33%	2%	-14%	-1%	-8
C=CCNC(=S)N/N=C/c1cccc([N+](=O)[O-])c1	5%	1%	27%	4%	0%	?	9%	-1%	-7%	-4%	-15
COC(=O)c1ccc2c(=O)[nH]c(CSc3nc(-c4ccc(F)cc4)cs3)nc2c1	?	3%	0%	1%	-1%[46.1 µM]	0%	12%	7%	-4%	3%	-5
CC1CS(=O)(=O)CCN1N=Cc1ccc([N+](=O)[O-])o1 (configuration not stated)	0%	-7%	2%	-7%	-2%	9%	/	3%	-10%	1%	-8

# 2 entries drawn at random from those above:
Molecule	ELG1 DNA repair	Mito fusion yeast	A-T KAP1 phos	Tb PFK block	TCR activator	Chronic BCR inh	a7 integrin act	S-ASM inh	Eya2 phos inh	TSG101-PTAP inh	TSHR antag
COC(=O)c1ccc2c(=O)[nH]c(CSc3nc(-c4ccc(F)cc4)cs3)nc2c1	?	3%	0%	1%	-1%[46.1 µM]	0%	12%	7%	-4%	3%	-5
CC1CS(=O)(=O)CCN1N=Cc1ccc([N+](=O)[O-])o1 (configuration not stated)	0%	-7%	2%	-7%	-2%	9%	/	3%	-10%	1%	-8
